FBW7 act: human FBW7 E3 ligase activation, primary screen. AlphaScreen FBW7–phospho-cyclin E peptide binding, activator screen. normalized activity (activation), % at 26.1 µM. AID 1259310. Q969H0. 0.13% of 650,000 active; in the data active = normalized activity above about 1.9%;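 also: purified mutant Fbw7 with reduced substrate affinity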
GPR151 ag: activates the human receptor GPR151; Q8TDV0; PathHunter beta-arrestin GPR151 cells, luminescence; activation, % at 11.2 µM; 1% of 650,000 active; in the data active = activation above about 4.9%;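 also: 0% = median of compound wells and 100% = cells with positive control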
Target sequence (Q8TDV0 whole entry, looked up): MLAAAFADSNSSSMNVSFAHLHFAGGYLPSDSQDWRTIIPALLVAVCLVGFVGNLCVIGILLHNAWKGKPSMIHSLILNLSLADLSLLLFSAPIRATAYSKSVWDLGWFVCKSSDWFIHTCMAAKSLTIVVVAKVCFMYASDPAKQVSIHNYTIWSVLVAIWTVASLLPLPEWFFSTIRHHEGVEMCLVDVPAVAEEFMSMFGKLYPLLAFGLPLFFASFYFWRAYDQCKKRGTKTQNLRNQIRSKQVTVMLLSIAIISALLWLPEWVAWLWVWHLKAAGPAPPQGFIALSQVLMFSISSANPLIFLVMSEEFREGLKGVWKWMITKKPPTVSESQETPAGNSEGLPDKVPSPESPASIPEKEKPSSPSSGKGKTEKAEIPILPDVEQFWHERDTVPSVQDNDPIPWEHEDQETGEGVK
MITF inh: human MITF inhibition, primary screen | inhibition, % at 2.6 µM | 0.91% of 650,000 active | AlphaScreen MITF homodimerization, bead proximity signal | O75030; in the data active = inhibition above about 50%;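 also: 0% = vehicle wells with protein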
Target sequence (O75030 whole entry, looked up): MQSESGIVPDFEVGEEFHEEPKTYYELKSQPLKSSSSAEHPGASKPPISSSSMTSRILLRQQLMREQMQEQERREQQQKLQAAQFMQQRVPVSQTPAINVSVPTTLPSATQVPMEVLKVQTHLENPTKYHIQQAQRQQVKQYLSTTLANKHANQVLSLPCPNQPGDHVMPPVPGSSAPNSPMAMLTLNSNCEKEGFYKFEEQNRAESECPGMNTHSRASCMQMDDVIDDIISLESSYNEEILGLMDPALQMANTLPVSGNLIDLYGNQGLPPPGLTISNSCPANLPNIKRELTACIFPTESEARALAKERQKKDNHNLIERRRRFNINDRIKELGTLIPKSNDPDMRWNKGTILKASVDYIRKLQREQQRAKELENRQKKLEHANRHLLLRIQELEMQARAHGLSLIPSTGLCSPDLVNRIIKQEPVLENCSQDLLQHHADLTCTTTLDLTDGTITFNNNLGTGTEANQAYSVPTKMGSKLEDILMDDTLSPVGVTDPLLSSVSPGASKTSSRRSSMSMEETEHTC
TEAD-YAP inh: TEAD-YAP interaction inhibition | HEK-TIYL cells, TEAD-Gal4/YAP UAS-luciferase luminescence | AID 1259422 | inhibition, % at 9.12 µM | 1.4% of 640,000 active; in the data active = inhibition above about 32%;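 also: 0% = median of test compound wells and 100% = reference inhibitor wells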
* hit, by the source's call; · = no result given; & = joins results of further samples.

Each structure is followed by: FBW7 act	GPR151 ag	MITF inh	TEAD-YAP inh
> N#CCn1c(=O)n(Cc2ccccc2)c(=O)c2cccnc21
    0.0	0.7	-2	4
> CC1CCN(C(=O)C(C)NCc2ccc(F)cc2)CC1 (configuration not stated)
    0.2	-0.6	-12	-12
> CCC(C(=O)Nc1ccc(C(=O)N2CCCC2)cc1)c1ccccc1 (configuration not stated)
    0.6	0.8	12	11
> COc1ccc(CCNc2nc(Nc3ccc4ncccc4c3)nc3c2ncn3C2CCCCC2)cc1
    0.0	0.3	-1	29
> CS(=O)(=O)N(C(=O)NC(=O)Nc1ccc(Cl)cc1)c1ccc(Cl)cc1
    0.0	0.8	12	5
> CCOC(=O)c1c(NC(=O)c2ccc(S(=O)(=O)N3CCCCC3)cc2)sc2c1CCN(C(=O)OCC)C2
    0.5	1.4	20	-3
> O=C(Nc1cccc(F)c1)c1ccc(Oc2ccccc2)cc1
    0.2	-4.9	-6	-7
> O=C1Nc2ccc(F)cc2C12SCCS2
    -0.2	-2.0	-16	5
> CC(=O)c1c(C)oc2ccc(N(C(=O)c3ccccc3Cl)S(=O)(=O)c3ccccc3)cc12
    0.1	0.2	-8	-4
> CC(=O)c1cccc(-c2cccc(C(=O)NCCN3CCOCC3)n2)c1
    0.0	0.9	2	-6
> Cc1ccc2c(c1)C(=O)CC(O)(C(F)(F)F)O2 (configuration not stated)
    0.0	-1.3	-4	4
> O=C(CSc1nnc2c(n1)[nH]c1ccc(F)cc12)Nc1cccc(F)c1
    0.1	0.2	5	8
> O=C(Nc1cccc(-c2nc3ccccc3o2)c1)c1ccc(N2C(=O)C3C4C=CC(C4)C3C2=O)cc1 (configuration not stated)
    0.0	1.5	12	0
> Cc1cc(C)cc(N2CC34C=CC(O3)C(C(=O)OCC(=O)NC3CCCCC3)C4C2=O)c1 (configuration not stated)
    0.3	-1.5	-2	6
> COc1ccc(OC)c(C2C=C(c3ccc(Cl)cc3OC(F)F)Nc3nnnn32)c1 (configuration not stated)
    0.1	-0.3	14	2
> O=C(Cc1ccccc1)Nc1c2c(nn1-c1cccc(Cl)c1)CSC2
    0.0	0.6	1	4
> NC(=O)c1cc2cc(Cl)ccc2oc1=Nc1cccc(C(F)(F)F)c1
    -0.1	2.6	1	-4
> Cc1ccc(-c2csc(NC(=O)c3cccs3)n2)c(C)c1
    -0.1	0.1	5	-19
> O=C(c1cccnc1)C1CCN(C(=O)Cn2ncc3ccccc3c2=O)CC1
    0.1	0.4	18	1
> C1CN(SN2CCOCC2)CCO1
    0.1	-0.6	-10	2
> COc1ccc(C2(C(=O)N3CCCCC3)CCCC2)cc1OC
    -0.1	1.0	4	6
> O=C(Cn1nnc2ccccc2c1=O)N1CC=C(c2ccccc2)CC1
    0.0	1.4	1	6
> COC(=O)C(C)Sc1nnc(COc2ccccc2)n1C (configuration not stated)
    0.1	0.9	6	2
> COc1ccccc1-n1c(SCC(=O)NCc2ccccc2)nc2c(sc(=S)n2-c2ccccc2C)c1=O
    1.2	0.5	5	-1
> COc1ccc(-n2nnnc2C2CCN(S(=O)(=O)c3cccc(Cl)c3C)CC2)cc1
    0.4	-2.1	3	12
> O=C1CCc2cc(S(=O)(=O)N3CCC(C(=O)Nc4ccc(F)c(F)c4)CC3)ccc2N1
    0.1	0.8	-6	-20
> Cc1cccc(CN2CCC(N3CCC(C(=O)N4CCCC4)CC3)CC2)n1
    -0.1	-1.0	0	9
> CCOC(=O)c1[nH]cnc1C(=O)Nc1ccc(OC)cc1
    -0.1	0.1	3	1
> CCOC(=O)C1=C(C)OC(N)=C(C#N)C1c1ccccc1 (configuration not stated)
    0.0	-0.7	6	5
> CCOc1ccc(-c2nc(CSCC(=O)O)c(C)o2)cc1
    0.1	0.9	-10	98*
> COCCCNC(=O)CS(=O)Cc1nc(-c2ccc(C)cc2)oc1C (configuration not stated)
    0.5	0.0	27	-6
> CNc1ccccc1P(=O)(O)O
    -0.2	6.3*	-3	4
> COc1cccc(NC(=O)CN(C)S(=O)(=O)c2ccc(C)cc2)c1
    1.2	-0.9	0	1
> Cc1nn(C)c(C)c1-c1nc(NCCOc2ccccc2)c2[nH]cnc2n1
    -0.2	-0.2	4	-6
> O=C1/C(=C\c2ccccc2)N=C(c2ccccc2)N1c1ccc2ccccc2c1
    0.1	0.7	-6	-8
> CCOC(=O)c1nn(CCO)c2c1CN(Cc1ccccc1)CC2
    0.2	-0.8	8	1
> CCOC(=O)C1CCN(c2c(N3CCN(Cc4ccccc4)CC3)c(=O)c2=O)CC1
    0.0	-1.1	-4	-3
> CSc1ccc(CCNCc2c(C(=O)O)n(Cc3ccccc3)c3ccccc23)cc1
    0.0	0.2	10	18
> Cc1ccc(CN2CCN(Cc3ccc(OCCO)cc3)CC2CCO)cc1 (configuration not stated)
    0.0	-1.1	-9	-7
> O=C1NCc2ccccc2C1(c1ccc(Cl)cc1)c1ccc(Cl)cc1
    -0.1	1.1	3	-5
> COc1ccc(COCC(O)CN2CCN(c3ccccc3OC)CC2)cc1OC (configuration not stated)
    -0.1	-0.5	17	3
> CC(=O)Nc1ccc(C(=O)CSc2nc(N)cc(=O)[nH]2)cc1
    0.0	0.3	-7	-13
> CCC(C)C(NC(=O)C1CCC(=O)N1C(=O)OCc1ccccc1)C(=O)NC(C(=O)N1CCCC1C(N)=O)C(C)CC (configuration not stated)
    0.0	-0.7	-5	0
> CC(C)(C)c1ccc(OCC(=O)Nc2cccc([N+](=O)[O-])c2)cc1
    0.2	1.0	8	-9
> C=CCNC(=O)CCNC(=O)Nc1cccc(Cl)c1
    -0.1	2.4	-10	2
> CCOC(=O)c1cc([N+](=O)[O-])sc1NC(=O)c1ccc(S(=O)(=O)N2CCN(C(=O)OCC)CC2)cc1
    1.2	-0.6	12	-18
> O=C(Cc1ccc(Br)cc1)Nc1nc2c(s1)CCCC2
    -0.3	-1.0	-12	4
> CCn1c(=O)c2c(nc(SCC(=O)c3ccc(C)cc3)n2C)n(C)c1=O
    0.5	-0.3	12	2
> COCCNC(=O)c1c[nH]c2ccc(S(=O)(=O)N(C)c3ccc(Br)cc3)cc2c1=O
    -0.2	3.7	-6	5
> CCOc1ccc(C2C(C(=O)/C=C/c3ccco3)=C(O)C(=O)N2CCCN2CCOCC2)cc1OC (configuration not stated)
    0.2	1.3	24	3
> Cc1nc(SCC(=O)c2ccc(Br)cc2)c(C#N)c(C)c1CC(=O)c1ccc(Br)cc1
    0.0	0.2	-9	8
> O=C(COc1ccc([N+](=O)[O-])cc1)Nc1ccc2c(c1)C(=O)c1ccccc1C2=O
    0.4	-0.1	20	-1
> COc1cccc(C2C(C#N)=C(N)OC3=C2C(=O)CCC3)c1 (configuration not stated)
    0.2	0.9	14	-8
> O=C(CCn1c(=O)[nH]c2ccccc21)N1CCC[C@@H]2CN(CCc3ccccc3)CC[C@@H]21
    0.0	-0.5	0	-1
> CCCCOc1ccc(C(=O)NNC(N)=S)cc1
    -0.1&-0.1	0.6&0.4	1&-9	5&-3
> O=C(Cc1ccc(NC2=NC3CS(=O)(=O)CC3S2)cc1)NCc1ccco1 (configuration not stated)
    -0.1	0.8	-2	-4
> CCN(CC)CCn1c(=S)[nH]c2ccccc2c1=O
    0.1	0.3	9	8
> CC(C)CCOC(=O)c1ccc(N2C(=O)c3ccc(Br)cc3C2=O)cc1
    0.0	-0.1	13	-8
> O=[N+]([O-])c1ccc(CSc2nc3ccccc3s2)cc1
    -0.1	-1.9	13	-18
> NC(=O)COC(=O)CSc1ccc(Cl)cc1
    -0.2	-1.0	4	-5

(list continues)
Each structure is followed by: FBW7 act	GPR151 ag	MITF inh	TEAD-YAP inh
> O=C(NCCCN1CCCC1=O)c1cnc(NCc2ccc3c(c2)OCO3)s1
    -0.1	-2.1	-13	-6
> COc1ccccc1N1CCN(C(=O)c2ccoc2C)CC1
    0.3	-1.3	-9	1
> CC1=CCC(C(=O)O)(C(=O)N/N=C/C2=C(O)CC(C)(C)CC2=O)CC1c1ccccc1 (configuration not stated)
    -0.7	0.4	45	4
> O=c1cc(N2CCN(c3ccccc3)CC2)[nH]c(=O)n1-c1ccccc1Cl
    -0.1	-0.5	5	11
> O=C(COC(=O)C12CC3CC(CC(O)(C3)C1)C2)Nc1ccc(Br)cc1F
    0.1	-0.8	-11	11
> O=C(CCCCCn1c(=O)[nH]c2ccccc2c1=O)NCCc1ccccc1Cl
    -0.1	0.6	3	7
> CC1CCCC(NC(=O)c2cc(Sc3ccc(Cl)cc3)nc3ccccc23)C1C (configuration not stated)
    0.3	0.8	10	-7
> COc1ccc(OC)c(NC(=O)C(C)Oc2ccc(Cl)cc2Cl)c1 (configuration not stated)
    -0.1	-0.2	-1	-7
> S=c1sscc1-c1ccccc1
    -0.5	-0.2	27	-4
> CCc1cccc(CC)c1NC(=O)C1CC(=O)N(c2ccccc2OC)C1 (configuration not stated)
    -0.1	8.6*	-1	-4
> CCOc1cc(S(=O)(=O)NCc2ccccc2)ccc1Cl
    0.1	-0.3	13	3
> O=c1c(-c2ccccc2)coc2cc(OCCN3CC4CC(C3)c3cccc(=O)n3C4)ccc12 (configuration not stated)
    0.1	-0.6	-1	9
> O=C(N/N=C/c1c(O)ccc2ccccc12)c1cccnc1
    -0.3	-0.2	70*	81*
> CCc1ccc(C2CC(c3cccc(OC)c3)n3nnnc3N2)cc1 (configuration not stated)
    0.0	1.1	3	7
> Cc1ccn2c(CNCc3cnn(C)c3)c(C(=O)N3CCCCCC3)nc2c1
    0.0	0.7	-8	-6
> Cc1cc(C)n(-c2nc3c(c(=O)n2CC(=O)N2CCC(C)CC2)CCC3)n1
    -0.1	0.3	-9	7
> Cc1ccc(/C=c2/sc3n(c2=O)C(N)=C(C#N)C(c2ccc(C)cc2)C=3C#N)cc1 (configuration not stated)
    0.3	-2.5	16	5
> C1=C(c2cccc3ccccc23)N2CCN=C2S1
    -0.1	0.4	3	0
> CCN(CC)S(=O)(=O)c1ccc(NCCCn2ccnc2)c([N+](=O)[O-])c1
    0.2	-0.1	11	1
> CCOc1ccccc1N/C(SCc1ccccc1Cl)=C(/C#N)C(=O)NCc1cccs1
    0.5	0.7	10	6
> CCc1cc2c(nc1CC)CCN(CC/C(C)=N/O[C@H](C)CN1CCCCc3nc(C)c(C)cc31)C2
    0.2	-1.7	25	·
> CCc1nnc(NC(=O)CN2C(=O)/C(=C\c3ccc(OC)cc3)SC2=S)s1
    0.0	-0.3	9	0
> COc1ccccc1C(=O)N1CCN(c2ccc([N+](=O)[O-])c(N3CCOCC3)c2)CC1
    -0.5	0.1	1	12
> N#CC1=C(N)OC2=C(C(=O)CCC2)C1c1ccccc1C(F)(F)F (configuration not stated)
    0.0	1.2	1	-5
> COc1cc(Nc2nc(-c3ccc(C(=O)N4CCN(C)CC4)cc3)nc3c2ncn3C(C)C)cc(OC)c1OC
    -0.1	0.4	-1	30
> O=C(Cc1ccccc1Cl)Nc1ccccn1
    0.6	-0.5	13	2
> CCOC(=O)C1=C(c2ccc([N+](=O)[O-])cc2)Nc2[nH]c(=O)[nH]c(=O)c2C1c1ccccc1 (configuration not stated)
    -0.3	0.1	4	7
> CCn1c(SCC(=O)Nc2ccc(C)cc2C)nc2c(-c3ccccc3)csc2c1=O
    0.6	0.6	6	4
> O=C(O)c1cccc(Nc2ccc([N+](=O)[O-])c3nonc23)c1
    -0.2	1.0	15	-5
> COCCN(C(C)=O)c1nnc(-c2ccc([N+](=O)[O-])cc2)s1
    -0.1	0.1	1	2
> CC(C)(C)c1cc(C(C)(C)C)cc(S(N)(=O)=O)c1
    -0.2	1.6	7	1
> COC(=O)C1=C(C)NC(=S)NC1c1ccc(OCC(=O)N2CCCCC2)c(OC)c1 (configuration not stated)
    0.1	-0.5	8	12

14 entries already listed, ordered by length of the SMILES, lowest first:
Each structure is followed by: FBW7 act	GPR151 ag	MITF inh	TEAD-YAP inh
> CC1CCN(C(=O)C(C)NCc2ccc(F)cc2)CC1 (configuration not stated)
    0.2	-0.6	-12	-12
> Cc1ccc(-c2csc(NC(=O)c3cccs3)n2)c(C)c1
    -0.1	0.1	5	-19
> COc1cccc(C2C(C#N)=C(N)OC3=C2C(=O)CCC3)c1 (configuration not stated)
    0.2	0.9	14	-8
> COc1ccc(OC)c(NC(=O)C(C)Oc2ccc(Cl)cc2Cl)c1 (configuration not stated)
    -0.1	-0.2	-1	-7
> O=C(Cc1ccccc1)Nc1c2c(nn1-c1cccc(Cl)c1)CSC2
    0.0	0.6	1	4
> O=C(O)c1cccc(Nc2ccc([N+](=O)[O-])c3nonc23)c1
    -0.2	1.0	15	-5
> COCCN(C(C)=O)c1nnc(-c2ccc([N+](=O)[O-])cc2)s1
    -0.1	0.1	1	2
> O=C1/C(=C\c2ccccc2)N=C(c2ccccc2)N1c1ccc2ccccc2c1
    0.1	0.7	-6	-8
> CCN(CC)S(=O)(=O)c1ccc(NCCCn2ccnc2)c([N+](=O)[O-])c1
    0.2	-0.1	11	1
> COc1ccc(CCNc2nc(Nc3ccc4ncccc4c3)nc3c2ncn3C2CCCCC2)cc1
    0.0	0.3	-1	29
> COCCNC(=O)c1c[nH]c2ccc(S(=O)(=O)N(C)c3ccc(Br)cc3)cc2c1=O
    -0.2	3.7	-6	5
> CCOc1ccc(C2C(C(=O)/C=C/c3ccco3)=C(O)C(=O)N2CCCN2CCOCC2)cc1OC (configuration not stated)
    0.2	1.3	24	3
> O=C(CCn1c(=O)[nH]c2ccccc21)N1CCC[C@@H]2CN(CCc3ccccc3)CC[C@@H]21
    0.0	-0.5	0	-1
> CCOC(=O)c1c(NC(=O)c2ccc(S(=O)(=O)N3CCCCC3)cc2)sc2c1CCN(C(=O)OCC)C2
    0.5	1.4	20	-3
